Screening data as filed in PubChem BioAssay.
MC4R ag barr: MC4R agonists recruiting beta-arrestin, primary screen, cell-based, luminescence, agonist arm of biased-ligand search. Melanocortin receptor 4 (Homo sapiens), P32245. U2OS MC4R beta-arrestin complementation; percent of melanotan II response, DMSO zero. activation, % at 8.9 µM. hit rate 0.98% among 360,000. AID 540308, 2011;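 active means activation above a per-plate cutoff, the mean activation of sample wells on that plate plus 3 SD, cut at about 8% in these data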
Target sequence (P32245 whole entry, looked up): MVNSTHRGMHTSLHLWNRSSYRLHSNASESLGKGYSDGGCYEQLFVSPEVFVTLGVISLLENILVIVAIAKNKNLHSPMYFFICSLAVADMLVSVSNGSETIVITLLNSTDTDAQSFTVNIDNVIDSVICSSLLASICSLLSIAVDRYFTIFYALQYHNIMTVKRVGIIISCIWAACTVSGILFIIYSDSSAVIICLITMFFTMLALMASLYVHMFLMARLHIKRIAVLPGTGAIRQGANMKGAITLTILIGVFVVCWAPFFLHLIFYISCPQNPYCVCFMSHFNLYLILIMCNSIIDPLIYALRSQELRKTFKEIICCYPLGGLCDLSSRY
NOD2-RIPK2 inh: NOD2-RIPK2 binding disruptors in cells, primary screen, fluorescence, CHO cells, BLA complementation; Receptor-interacting serine/threonine-protein kinase 2 (Homo sapiens), O43353; CCF4 ratio; inhibition, % at 4.98 µM; hit rate 0.38% among 360,000; AID 624267, 2012; in the data active means inhibition above about 21%;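 further: 0% = vehicle only and 100% = reference blocker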
Target sequence (O43353 whole entry, looked up): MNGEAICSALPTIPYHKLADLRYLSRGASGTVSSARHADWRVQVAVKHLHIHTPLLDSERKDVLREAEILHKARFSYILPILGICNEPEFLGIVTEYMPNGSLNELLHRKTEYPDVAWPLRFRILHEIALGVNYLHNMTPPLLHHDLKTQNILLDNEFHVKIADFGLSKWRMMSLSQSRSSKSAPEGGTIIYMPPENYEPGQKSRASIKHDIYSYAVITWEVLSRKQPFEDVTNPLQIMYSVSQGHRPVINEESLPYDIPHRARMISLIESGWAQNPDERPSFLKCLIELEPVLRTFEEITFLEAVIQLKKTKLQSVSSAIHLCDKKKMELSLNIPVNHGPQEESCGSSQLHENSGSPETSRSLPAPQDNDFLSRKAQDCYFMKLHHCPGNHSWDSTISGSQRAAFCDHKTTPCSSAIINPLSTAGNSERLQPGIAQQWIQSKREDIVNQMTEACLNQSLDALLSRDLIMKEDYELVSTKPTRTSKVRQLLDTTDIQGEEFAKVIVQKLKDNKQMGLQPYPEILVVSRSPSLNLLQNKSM
TLR9-MyD88 inh: inhibitors of TLR9-MyD88 association in cells, primary screen, cell-based, CHO, BLA complementation, fluorescence; Toll-like receptor 9 (Homo sapiens) + Myeloid differentiation primary response protein …; CCF4 FRET ratio; inhibition, % at 4.98 µM; hit rate 0.21% among 340,000; AID 504734, 2011;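 active means inhibition above the mean over all tested compounds plus 3 SD, cut at about 21% in these data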;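 further: 0% = DMSO only wells and 100% = clavulanate BLA inhibitor control wells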
N-glyco inh: increase of ERlucT glycosylation luciferase signal, primary screen, N-linked glycosylation inhibitor project, D54 ERlucT cells, luminescence, set 2. hit rate 0.23% among 360,000. reporter increase, % at 12.5 µM. D54 ERlucT glycosylation luciferase reporter, 24 h; percent of 100 nM tunicamycin response;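 active means mean luciferase reporter signal, scaled so untreated is 0 and the glycosylation-blocking control 100, at or above a set limit in every replicate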;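 further: luciferase carries N-glycosylation sites so blocking glycosylation raises the light; 0% = median of neutral control wells and 100% = median of 100 nM tunicamycin wells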
ABCB6 inh 2: ABCB6 transporter inhibitors, primary screen, K562-ABCB6 cells, flow cytometry, MLPCN library. K562-ABCB6 porphyrin accumulation, 1 h; hits give low values. hit rate 0.19% among 360,000. AID 602162, 2011. fluorescence ratio to DMSO, % at 10 µM;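 active means fluorescence ratio to DMSO below 75%, the collection mean minus 3 SD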;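 further: signal is porphyrin accumulated inside mitochondria; 100% equals median channel fluorescence of DMSO control wells; lower ratio means ABCB6 inhibition with less porphyrin fluorescence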
Vif inh: HIV Vif self-association inhibitors, primary screen, imaging, HEK293T, single point; HEK293T cells, Vif self-association by quenched fluorescence, 24 h; inhibition, % at 7.49 µM; hit rate 0.35% among 340,000; AID 602346, 2012; in the data active means inhibition above about 50%, passing the limit was not always enough; further: some results filed as inactive read as strong as hits
Granule exo inh: LAMP-1 surface exposure blockers, TALL-104 cells – cell-based, flow cytometry, MLPCN library, primary screen; TALL-104 LAMP-1 surface exposure; cells stimulated with thapsigargin and PMA; inhibition, % at 10 µM; hit rate 0.66% among 360,000;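 active means inhibition above about 55%, limit read from the data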
MC4R antagonist: MC4R antagonists of cAMP signaling, primary screen, cell-based, TR-FRET, antagonist arm of biased-ligand search. Melanocortin receptor 4 (Homo sapiens), P32245. MC4R-expressing cells, MTII-stimulated cAMP, LANCE TR-FRET. inhibition, % at 6.5 µM. hit rate 0.48% among 360,000. AID 540295, 2011;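 active means inhibition above its plate's cutoff, the mean of tested wells on that plate plus 3 SD, cut at about 29% in these data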;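 further: 0% = Melanotan II alone and 100% = Melanotan II plus saturating MCL0020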
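System – human MC4R-expressing U2OS cells · Also added – Melanotan II · Dosing – one concentration, 6.5 µM nominal · Timing – 30-min compound, 1-h challenge, 1-h detection, room temperature · Measured by – Eu-cAMP/anti-cAMP TR-FRET, emission 671 nm · Replicates – singlicate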
ABHD5 PLIN5 PPI: ABHD5-PLIN5 interaction inhibitors, primary screen, cell lysate, split luciferase complementation, luminescence | inhibition, % at 4 µM | Split G. princeps luciferase complementation, 4 h | Perilipin-5 (Homo sapiens) + 1-acylglycerol-3-phosphate O-acyltransferase ABHD5 (Homo … | hit rate 0.78% among 360,000;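 active means inhibition above the mean inhibition across every tested compound plus 3 SD, cut at about 22% in these data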;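 further: 0% = DMSO only wells and the 100% control is not disclosed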
aDG glyco act: activators of alpha-DG glycosylation, primary screen, uHTS, Pro5-aDG cells, AlphaScreen. hit rate 0.22% among 360,000. activation, % at 10 µM. alpha-DG glycosylation AlphaScreen (IIH6); 0% Pro5, 100% B10-LARGE cell signal;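 active means activation of at least 8% versus controls, or a plate z-score of at least 8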;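 further: Pro5 are CHO cells carrying HIG-tagged alpha-DG that lacks glycosylation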
* marks the source's active call; other numbers are inactive results; · = not tested or not shown.

MC4R ag barr	NOD2-RIPK2 inh	TLR9-MyD88 inh	N-glyco inh	ABCB6 inh 2	Vif inh	Granule exo inh	MC4R antagonist	ABHD5 PLIN5 PPI	aDG glyco act	SMILES
-2.2	-6	7	1	97	6	-4	12	-3	-0.1	Cn1nc([N+](=O)[O-])nc1Sc1ccc(Cl)cc1
1.7	2	1	-5	97	9	50	4	-5	-0.2	CN(C)c1ccc(S(=O)(=O)N(C)C)cc1NC(=O)Cc1cccc2ccccc12
-2.7	-72	4	1	103	1	-11	10	-7	-0.4	COc1ccc(S(=O)(=O)N(C)c2ccc(OC(=O)C(C)Oc3ccc(F)cc3)cc2)cc1 (stereo not given)
-0.5	-6	-7	2	98	2	3	0	-1	0.1	CCCCNC(=O)Cn1c(=O)c2c(ncn2CC)n(Cc2ccccc2)c1=O
-1.5	-2	-4	-1	101	3	17	0	6	0.2	COc1ccc2c(c1)c(C)cc[n+]2Cc1ccccc1
1.2	-6	-4	-1	104	0	1	6	-3	-0.1	S=C(Nc1ccccc1)N1CCN(C2CCCCC2)CC1
-3.8	-6	2	1	101	-5	58*	-3	2	0.3	CCC(=O)Nc1cc2[nH]c(=O)cc(C)c2cc1C
-0.8	-8	-5	8	92	-4	-4	17	4	-0.3	COc1ccc(C(=O)N/N=C/c2sc(N3CCOCC3)nc2-c2ccccc2)cc1OC
-3.1	8	-5	-1	98	3	-3	4	-3	0.0	Cc1ccccc1CSCC(=O)NNC(=S)NCC1CCCO1 (stereo not given)
-1.3	-1	-7	7	98	26	0	-3	2	0.1	COc1ccc(OC)c(C(=O)COC(=O)c2[nH]c(C)c(C(C)=O)c2C)c1
-0.3	-5	-8	-2	99	-1	7	1	4	0.6	COc1ccc(S(=O)(=O)Nc2c(C)nn(C)c2C)cc1Br
-1.9	-2	3	1	104	6	1	-4	1	-0.2	O=C(CCSCCc1ccccn1)Nc1cc(F)ccc1F
-3.5	63*	71*	9	102	77*	10	0	6	0.1	Cc1cc(Cl)n2c(nc3cc(F)c(F)cc32)c1C#N
-1.3	-7	-2	2	94	2	-2	11	3	-0.1	CN1CCN(C(=S)NCCc2ccccc2)CC1
0.1	14	-3	3	100	-13	0	-1	5	0.5	CCCCn1nc(C(=O)NCC2COc3ccccc3O2)c2ccccc2c1=O (stereo not given)
2.5	-13	2	-3	95	·	-2	17	0	-0.4	CCOC(=O)C1=C(C)NC(C)=C(C(=O)OCC)C1C(=O)OCC(=O)NC1(C#N)CCCCC1
-2.0	2	0	2	99	18	3	5	3	0.3	COc1ccc(-n2c(CNC(=O)COc3ccc(Cl)cc3)n[nH]c2=S)cc1
-3.7	5	-11	2	104	-1	-5	10	-3	-0.2	NC(=O)c1coc(-c2ccccc2)n1
-0.9	-6	10	5	107	0	1	-11	-2	-0.3	Cc1ccc(NC(=S)N/N=C/c2c(C)[nH]c3ccccc23)cc1
-2.1	-16	-5	1	98	3	-6	13	-2	-0.1	CCc1cccc(NC(=O)CCNS(=O)(=O)c2ccc3c(c2)oc(=O)n3C)c1
2.0	-2	9	-3	98	3	22	1	4	0.0	FC(F)(F)c1cc(CO[C@@H]2CCCN[C@@H]2c2ccccc2)cc(C(F)(F)F)c1
0.0	-3	4	-3	102	-10	2	20	1	0.5	NC(=O)C1CC(=O)N(c2ccc(OCc3ccc(Cl)cc3)cc2)C1 (stereo not given)
3.3	-9	3	-2	95	5	4	7	-4	0.8	Cc1cccc(NC(=O)COC(=O)c2ccc(C)c(S(=O)(=O)N3CCCCC3)c2)c1
-1.1	-4	2	0	96	·	2	1	-5	0.1	Cc1c(N=C2C(=O)Nc3ccccc32)c(=O)n(-c2ccccc2)n1C
-3.0	14	-8	2	97	-2	4	5	-10	0.0	N#Cc1ccccc1NC(=O)COC(=O)C1CCN(C(=O)c2ccc(Cl)cc2)CC1
-2.9	4	-3	4	97	-3	-4	-4	0	0.2	COc1cc(C=NNC(=O)c2cccnc2)ccc1OC(=O)c1ccccc1F
3.3	-3	4	1	91	-7	16	-6	-2	0.9	Cc1cc(C)cc(NC(=O)COC(=O)c2n[nH]c3ccccc23)c1
-0.3	-5	2	1	98	3	0	2	-5	0.2	CCOc1ccccc1NC(=O)C1CCN(C(=O)c2cccs2)CC1
4.0	0	0	-11	110	5	-4	5	-8	0.4	CCc1ccc2oc(-c3cc(N)ccc3O)nc2c1
-2.4	-8	9	-1	97	-2	-4	-1	4	-0.3	Cc1ccc(NC(=O)CN2C(=O)CN(C)C2=O)cc1S(=O)(=O)N1CCCCC1

(cont.)
MC4R ag barr	NOD2-RIPK2 inh	TLR9-MyD88 inh	N-glyco inh	ABCB6 inh 2	Vif inh	Granule exo inh	MC4R antagonist	ABHD5 PLIN5 PPI	aDG glyco act	SMILES
-0.9	-3	7	0	101	9	4	11	2	-0.1	COc1cccc(/C=c2\sc3nc(-c4cccs4)nn3c2=O)c1OC
-2.3	-6	8	7	95	5	25	-23	4	-0.5	CC1CCCN(c2ccc([N+](=O)[O-])cc2C(=O)c2ccccc2)C1 (stereo not given)
4.2	-1	·	1	103	1	-1	36*	-11	-0.1	CC(C)C1Cc2ccccc2-c2[nH]c(=S)[nH]c(=O)c21 (stereo not given)
0.3	4	-5	3	101	28	-1	-4	-1	0.1	c1ccc(-c2noc(CN3CCOCC3)n2)cc1
-1.7	-7	-7	0	105	-1	2	11	-3	-0.2	CCCCN1C(=O)c2ccc(C(=O)Nc3ccccc3N3CCOCC3)cc2C1=O
-2.3	-7	5	-2	90	0	-3	6	2	-0.1	Cc1cc(C)[n+](-c2ccc(C(C)C)cc2)c2[nH]c(=O)[nH]c(=O)c12
1.7	2	7	-4	98	-11	-1	23	-2	-0.5	COc1cc(-c2ccc3sc(-c4ccsc4)c(C#CCO)c3c2)cc(OC)c1OC
-1.8	1	-9	0	94	-4	1	26	-1	-0.1	CCOc1ccc(/C=N/NC(=O)c2nnn(-c3nonc3N)c2CN(C)C2CCCCC2)cc1
1.0	3	-5	5	110	-12	4	4	-7	0.1	COCCOc1ccc(C(F)(F)F)cc1NC(=O)CN1C(=O)NC2(CCCc3ccccc32)C1=O (stereo not given)
1.4	-1	4	1	101	-1	5	9	-3	0.2	O=C(O)CC1S/C(=N/N=C/c2ccccn2)NC1=O (stereo not given)
-1.4	-5	-7	2	94	·	3	-4	-1	-0.2	Cc1ccc(C(=O)NCC(=O)Nc2ccccc2C)o1
2.5	2	-6	-1	98	-10	3	25	-5	-0.4	COc1ccc(Cl)cc1-n1c(=S)sc2c(=O)[nH]c(SCC(=O)C(C)(C)C)nc21
-2.7	6	-6	-4	95	-5	5	6	9	0.1	CCN(CC)c1ccc(S(=O)(=O)N2CCOCC2)cc1NC(=O)CSc1ccccc1
-1.9	-2	-2	2	96	3	1	3	0	0.0	C(=N\N=C\c1ccccn1)/c1ccccn1
-1.3	-8	-3	-1	102	-4	-1	5	0	0.1	Cc1cc(C)nc(NC(=S)Nc2ccc(Br)cc2Cl)c1
-0.5	0	6	-3	90	2	1	2	-8	0.1	CCN(c1ccccc1)S(=O)(=O)c1ccc(Cl)c(NC(=O)CSc2ncn[nH]2)c1
0.1	5	-8	-3	94	3	0	-8	-10	0.6	O=C(Nc1nc(-c2ccc(Oc3ccccc3)cc2)cs1)C1=COCCO1
-1.0	-6	4	0	99	·	1	1	0	-0.1	COC(=O)c1cc2n(n1)CCN(Cc1ccc(OC)cc1)C2=O
0.2	5	0	0	92	0	-2	8	0	0.1	COc1ccc(S(=O)(=O)Nc2c(C)ccc3nsnc23)cc1OC
-2.7	-9	·	6	100	17	3	0	-1	-0.2	COc1ncnc2c1oc1nc(C)c3c(c12)CC(C)(C)OC3
-2.6	-4	7	-3	99	8	28	1	2	-0.1	CC(=O)C1CCC2C3CCC4=CC(=O)C=CC4(C)C3C(=O)CC12C (stereo not given)
-1.0	7	2	-3	94	-1	-4	-1	-6	0.6	CCCCC(=O)NC(=S)Nc1cc([N+](=O)[O-])ccc1OC
-0.8	1	-4	-2	93	-8	2	-1	-5	0.3	COc1ccc(NS(=O)(=O)c2ccc(NC(=S)NC(=O)CC(C)C)cc2)cc1
0.0	-5	9	0	97	-6	0	14	3	-0.3	Cc1ccc(Sc2ncccc2C(=O)O)cc1
-1.0	8	6	-2	107	-21	-10	-6	0	0.3	Cc1csc(SCC(=O)Nc2nc3ccccc3s2)n1

Laid out differently: entries from further up.
Below each SMILES – MC4R ag barr	NOD2-RIPK2 inh	TLR9-MyD88 inh	N-glyco inh	ABCB6 inh 2	Vif inh	Granule exo inh	MC4R antagonist	ABHD5 PLIN5 PPI	aDG glyco act
- COCCOc1ccc(C(F)(F)F)cc1NC(=O)CN1C(=O)NC2(CCCc3ccccc32)C1=O (stereo not given)
 : 1.0	3	-5	5	110	-12	4	4	-7	0.1
- O=C(O)CC1S/C(=N/N=C/c2ccccn2)NC1=O (stereo not given)
 : 1.4	-1	4	1	101	-1	5	9	-3	0.2
- Cc1ccc(C(=O)NCC(=O)Nc2ccccc2C)o1
 : -1.4	-5	-7	2	94	·	3	-4	-1	-0.2

An excerpt; rates above refer to the full screens.
